From PubChem BioAssay
AI-2 QS modul: modulates the Vibrio harveyi AI-2 quorum sensing system; activity change, % at 7.5 µM; Vibrio harveyi JMH597 AI-2 luminescence/OD600 ratio, 9 h; active compounds read low; strain lacks LuxN and CqsS sensors; 0 = neutral-control median; hit rate 0.4% among 300,000; AID 2094; in the data active = activity change below about -75%, passing the limit was not always enough;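 also: luminescence divided by OD600 gain over 9 h not by final OD600 alone; inactives centre near 13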
TRPC6 inh: inhibitors of mouse TRPC6 channel | HEK293-TRPC6, membrane potential dye, ACh-evoked depolarization; active compounds read low | hit rate 1.1% among 310,000 | B-score at 10 µM;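 active = B-score under library mean minus 3 SD, initial fluorescence not abnormally high, positive integrated signal ratio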;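 also: B-score derived from integrated fluorescence ratio over the kinetic read; more negative B-score means stronger inhibition of depolarization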
TRPC4 PAM: allosterically enhances the mouse TRPC4 cation channel; Q9QUQ5; HEK293 TRPC4beta/mu-opioid, DAMGO EC20, Fluo-4 Ca2+ flux; active compounds read high; B-score at 10 µM; hit rate 0.42% among 310,000; AID 2227;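 active = B-score of calcium response area above 5 SD of library B-scores, with initial fluorescence ratio within 5 SD of library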;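 also: B-score of integrated fluorescence ratio over time as area under calcium response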
MrgX1 antagonist: human MrgX1 receptor antagonism, primary screen. Q96LB2. MRGX1-HEK293 calcium flux, Fluo-4, BAM8-22 antagonism; active compounds read low. B-score at 10 µM. hit rate 1.3% among 310,000. AID 588676;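 active = calcium-response B-score plate-corrected more than 3 library SD below zero, starting fluorescence within 5 deviations, no agonist response on first addition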;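 also: peak minus trough fluorescence over baseline after final BAM8-22 challenge near maximal dose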
Target sequence (Q96LB2 whole entry, looked up): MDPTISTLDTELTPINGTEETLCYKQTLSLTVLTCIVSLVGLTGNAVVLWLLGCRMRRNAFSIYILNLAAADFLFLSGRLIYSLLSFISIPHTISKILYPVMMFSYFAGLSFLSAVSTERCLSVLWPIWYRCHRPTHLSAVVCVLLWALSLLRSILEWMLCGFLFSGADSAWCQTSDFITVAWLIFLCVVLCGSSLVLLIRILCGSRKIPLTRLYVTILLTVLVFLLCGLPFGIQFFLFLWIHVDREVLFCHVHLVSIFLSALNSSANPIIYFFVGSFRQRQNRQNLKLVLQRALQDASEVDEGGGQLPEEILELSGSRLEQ
MrgX1 agonist: agonists of human MrgX1 receptor; AID 588627; hit rate 0.44% among 310,000; MrgX1-HEK293 cells, Fluo-4 calcium fluorescence, agonist mode; active compounds read high; B-score at 10 µM;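 active = calcium response B-score plate-corrected fluorescence ratio at least 3 library SD, with starting fluorescence B-score inside 5 SD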
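System – MrgX1-expressing HEK293 cells · Incubation – cells plated overnight, dye loaded 0.5 h 37 °C, 0.5 h room temperature · Technique – kinetic Fluo-4 NW fluorescence of intracellular calcium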
TRPC6 activator: activates the mouse TRPC6 cation channel. HEK293-TRPC6 membrane potential dye fluorescence; active compounds read high. B-score at 10 µM. hit rate 0.13% among 310,000;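 active = B-score of the integrated fluorescence ratio above library mean plus 3 SD, and starting fluorescence ratio within library mean plus 5 SD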;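 also: higher score means more depolarization so channel activation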
HIF act: HIF pathway transcriptional activation; hit rate 0.32% among 300,000; U2OS HRE-luciferase reporter, luminescence; normalized: DMSO 0%, desferrioxamine 100%; AID 1910; activation, % at 7.5 µM (by protocol);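 active = mean activation of at least 10% of the iron chelator positive control signal, with at least half of replicates also reaching 10%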
TRPC4 act: TRPC4 (mouse) channel activation; Q9QUQ5; HEK293 TRPC4beta/mu-opioid, Fluo4 calcium fluorescence; active compounds read high; B-score at 10 µM; hit rate 0.49% among 310,000;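 active = B-score above 5 SD of library B-scores, and initial fluorescence ratio not above library mean plus 5 SD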;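 also: positive B-score marks a calcium rise read as TRPC4 activation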
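Incubation: 45 min room-temperature Fluo4 loading, 110 s read / System: HEK293 cells stably co-expressing mouse TRPC4beta and mu-opioid receptor / Signal: Fluo4 fluorescence, kinetic / Control set: buffer (low) and maximal DAMGO (high) / Measure: integrated baseline-normalised fluorescence ratio, converted to per-well B score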
PolyA inhibitor: blocks polyadenylation in yeast reporter cells | S. cerevisiae SKY197-pL101 polyadenylation reporter, beta-gal luminescence; efflux-impaired pdr1/pdr3 knockout yeast; score 100 = 6 SD above DMSO | calls only at 12 µM | hit rate 0.02% among 300,000 | AID 1875;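 active = lowest replicate activity score at least 50, where 100 means six control SD above control mean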;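 also: yeast exposed to compound for 9 h at 30 °C; higher score means more reporter readthrough which indicates perturbed polyadenylation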
MrgX1 allo act: allosterically activates human MrgX1 receptor signaling; Q96LB2; MrgX1-HEK293, Fluo-4 calcium flux, FDSS; active compounds read high; B-score at 10 µM; hit rate 0.63% among 310,000; AID 588675;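 active = plate-corrected calcium response at least 3 library SD above typical, normal starting fluorescence, not activating the receptor alone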;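 also: compound read alongside a low EC10 to EC30 dose of BAM8-22 agonist; peak minus trough fluorescence over baseline measured at the second addition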
TRPC4 block: blocks the mouse TRPC4 cation channel | HEK293 TRPC4beta/mu-opioid, DAMGO-evoked Fluo4 calcium flux; active compounds read low | B-score at 10 µM | hit rate 0.39% among 300,000 | AID 2247;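 active = B-score over 3 SD under the library average, no early fluorescence shift, positive overall ratio signal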
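Signal: kinetic Fluo4 fluorescence imaging of calcium influx. Material: stable TRPC4beta/mu-opioid receptor HEK293 cells. Probe or stimulus: DAMGO in two steps, submaximal then maximal.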
An asterisk follows results filed as active; i = inactive; · = no result given. An excerpt; the hit share may differ from the screen's.

SMILES | AI-2 QS modul | TRPC6 inh | TRPC4 PAM | MrgX1 antagonist | MrgX1 agonist | TRPC6 activator | HIF act | TRPC4 act | PolyA inhibitor | MrgX1 allo act | TRPC4 block
O=C(Cc1ccccc1F)Nc1ccc(S(=O)(=O)Nc2ncccn2)cc1 | -75.7* | i | i | i | i | i | 0.8 | i | i | i | i
C=CCc1cc(Cl)ccc1OCCOCCNCCOC | 23.4 | i | i | i | i | i | 0.1 | i | i | i | i
CCCCCOc1ccc(Br)cc1/C(C)=N/NC1=NCCN1 | -2.0 | -5.88* | i | i | i | i | 1.3 | i | i | i | i
O=C(NCC1CCCO1)c1cccc(F)c1 (stereo not drawn) | 12.3 | i | i | i | i | i | -0.1 | i | i | i | i
COc1ccc(Cc2nnc(NC(=O)c3ccc(Cl)c([N+](=O)[O-])c3)s2)cc1 | 19.0 | i | i | i | i | i | -0.2 | i | i | i | i
COc1cccc(NC(=O)C(c2ccccc2)N2CCNC(=O)C2)c1 (stereo not drawn) | 2.3 | i | i | i | i | i | 0.6 | i | i | i | i
CCC1CCC2(CC1)NNC(=S)NN2 | -0.4 | i | i | i | i | i | 0.0 | i | i | i | i
CNC(=O)/C(C#N)=C1\SC(Cc2ccc(F)cc2)C(=O)N1c1ccccc1C (stereo not drawn) | 12.8 | i | i | i | i | i | 0.2 | i | i | i | i
CNc1cc(F)nc(F)n1 | 7.1 | i | i | i | i | i | 0.1 | i | i | i | i
O=C(CSc1ccccn1)Nc1ccc2c(c1)CCC2 | 8.5 | i | i | i | i | i | 3.0 | i | i | i | i
COCCN(C(=O)CSc1ncn[nH]1)c1c(N)n(Cc2ccccc2)c(=O)[nH]c1=O | 14.2 | i | i | i | i | i | 1.2 | i | i | i | i
COc1ccc(-c2cc(C(=O)N3CCOCC3)c3cc(C)ccc3n2)cc1 | 17.0 | i | i | i | i | i | 1.9 | i | i | i | i
COc1ccc(C(=O)Nc2ccccc2C(=O)N2CCN(c3ccccc3)CC2)cc1 | 23.9 | i | i | i | i | i | 0.7 | i | i | i | i
Cc1ccc(/C=C2\Oc3c(ccc(O)c3CN3CCN(CCO)CC3)C2=O)cc1 | 13.2 | i | i | i | i | i | 0.0 | i | i | i | i
Cc1noc(C)c1C(=O)N1CCCC(N2CCN(c3cccc(C(F)(F)F)c3)CC2)C1 (stereo not drawn) | 30.2 | i | i | i | i | i | 0.7 | i | i | i | i
Cc1cc(C)n2[nH]c(=O)c(N=Nc3cccc(Cl)c3)c2n1 | 33.4 | -7.5* | i | i | i | i | -0.3 | i | i | i | i
O=C1c2ccc(Oc3ccc4c(c3)C(=O)N(CCCCO)C4=O)cc2C(=O)N1CCCCO | 8.3 | i | i | i | i | i | 0.0 | i | i | i | i
N#Cc1cccc(NC(=O)COC(=O)CCc2nc3ccccc3c(=O)[nH]2)c1 | 16.0 | i | i | i | i | i | -1.0 | i | i | i | i
COc1ccc(C(=O)Nc2c(N)nc(SCC(=O)Nc3ccc(NC(C)=O)cc3)[nH]c2=O)cc1 | -10.2 | i | i | -4.92* | i | i | -0.1 | i | i | i | i
CC1=C(C(=O)OC(C)(C)C)C(c2ccc3ccccc3c2)NC(=O)N1C (stereo not drawn) | 14.1 | i | i | i | i | i | -1.0 | i | i | i | i
O=C(/C=C/c1cccs1)NCc1cccnc1 | -4.2 | i | i | i | i | i | 0.4 | i | i | i | i
CC(=O)NS(=O)(=O)c1ccc(N/C(N)=N/c2nc(C)cc(C)n2)cc1 | 27.7 | i | i | i | i | i | 0.4 | i | i | i | i
CN1C(=O)c2ccccc2N(C)C1c1ccc2c(c1)OCO2 (stereo not drawn) | 13.5 | i | i | i | i | i | 0.2 | i | i | i | i
CCOc1ccccc1CNC(=O)C1CCCN(c2ncnc3c2nc2n3CCCCC2)C1 (stereo not drawn) | 8.9 | i | i | i | i | i | 0.0 | i | i | i | i
O=C(NC1CCCCC1)N(Cc1cc2cc3c(cc2[nH]c1=O)OCCO3)C1CCCCC1 | · | i | i | i | i | i | -0.5 | i | i | i | i
CCCCNC(=O)C1CCN(c2nc(C)cc(C)n2)CC1 | 18.4 | i | i | i | i | i | 0.0 | i | i | i | i
Cc1cc(=O)n2c(C)n[nH]c2n1 | 14.8 | i | i | i | i | i | · | i | · | i | i
C=CCN(C(=O)c1csnn1)C(C(=O)NCc1ccc(F)cc1)c1cccs1 (stereo not drawn) | 8.8 | i | i | i | i | i | -0.4 | i | i | i | i
O=C(CCc1c[nH]c2ccccc12)N/N=C/c1ccc2c(c1)OCO2 | 8.6 | i | i | i | i | i | 0.6 | i | i | i | i
Cc1ccc(NC(=S)Nc2cc(C(=O)O)ccc2N2CC3CC(C2)c2cccc(=O)n2C3)cc1C (stereo not drawn) | 22.7 | i | i | i | i | i | 2.4 | i | i | i | i
CCc1nnc(NC(=O)c2n[nH]c(=O)c3ccccc23)s1 | 20.1 | i | i | i | i | i | 0.1 | i | i | i | i
O=C(COc1ccc([N+](=O)[O-])cc1)NNC(=O)c1cccnc1 | 15.3 | i | i | i | i | i | -0.2 | i | i | i | i
COc1ccc(C2N(S(=O)(=O)c3ccc(C)cc3)CCN2S(=O)(=O)c2ccc(C)cc2)cc1 | 4.5 | i | i | i | i | i | -0.3 | i | i | i | i
Cc1cccc(C)c1NC(=O)CN(C)C(=O)Cc1cccc(C(F)(F)F)c1 | 23.0 | i | i | i | i | i | -1.1 | i | i | i | i
COC(=O)C1CCN(C(=O)COC(=O)CCc2nc3ccccc3c(=O)[nH]2)CC1 | 35.7 | i | i | i | i | i | -1.2 | i | i | i | i
Cc1ccc(C)c(N2C(=O)CC(Cc3ccc(Br)cc3)C2=O)c1 (stereo not drawn) | 16.7 | i | i | i | i | i | -12.6 | i | i | i | i
N#C/C(=N\Nc1ccccc1F)c1nc(-c2ccccc2)cs1 | 24.7 | i | i | i | i | i | 0.6 | i | i | i | i
Cc1ccc(C(=O)NC(=S)NNC(=O)c2ccccc2[N+](=O)[O-])cc1 | 27.5 | i | i | i | 76.6* | i | · | 53* | · | i | i
O=C(CCCCCn1c(=S)[nH]c2ccc(N3CCOCC3)cc2c1=O)NCc1ccc2c(c1)OCO2 | 14.0 | i | i | i | i | i | -0.4 | i | i | i | i
CCN1CCN(Cc2ccccc2NC(=O)Nc2ccc(C)cc2)CC1 | 23.4 | i | i | i | i | i | 3.6 | i | i | i | i

Fetched one by one from the list above, 3 records:
SMILES | AI-2 QS modul | TRPC6 inh | TRPC4 PAM | MrgX1 antagonist | MrgX1 agonist | TRPC6 activator | HIF act | TRPC4 act | PolyA inhibitor | MrgX1 allo act | TRPC4 block
CCN1CCN(Cc2ccccc2NC(=O)Nc2ccc(C)cc2)CC1 | 23.4 | i | i | i | i | i | 3.6 | i | i | i | i
N#C/C(=N\Nc1ccccc1F)c1nc(-c2ccccc2)cs1 | 24.7 | i | i | i | i | i | 0.6 | i | i | i | i
COc1ccc(C2N(S(=O)(=O)c3ccc(C)cc3)CCN2S(=O)(=O)c2ccc(C)cc2)cc1 | 4.5 | i | i | i | i | i | -0.3 | i | i | i | i

Next section:
SMILES | AI-2 QS modul | TRPC6 inh | TRPC4 PAM | MrgX1 antagonist | MrgX1 agonist | TRPC6 activator | HIF act | TRPC4 act | PolyA inhibitor | MrgX1 allo act | TRPC4 block
CCOC(=O)c1ccc(NC(=S)NC2CC(C)(C)NC(C)(C)C2)cc1 | -11.0 | i | i | i | i | i | -0.4 | i | · | i | i
O=C1CCC(C(=O)Nc2ccccc2)N1 (stereo not drawn) | 20.5 | i | i | i | i | i | 1.8 | i | i | i | i
COc1ccc(NC(=S)N(CCCN2CCCC2)Cc2cccn2Cc2ccc(Cl)cc2)cc1Cl | 11.7 | i | i | i | i | i | 0.5 | i | i | i | i
COc1ccc(S(=O)(=O)NCC2CCC(C(=O)NCc3cccnc3)CC2)cc1 (stereo not drawn) | 8.3 | i | i | i | i | i | -0.2 | i | i | i | i
CCOCCCNC(=S)NCCNc1nc2ccc(C)cc2cc1C#N | 19.9 | i | i | i | i | i | 0.1 | i | i | i | i
N#Cc1c(-c2ccccc2)nc2n(c1=O)CCS2 | -4.6 | i | i | i | i | i | 0.4 | i | i | i | i
CCOCCCNC(=O)C(NC(=O)c1ccccc1O)c1ccc(Cl)cc1 (stereo not drawn) | 77.6 | i | i | i | i | i | -0.4 | i | i | i | i
CN(C)c1ccc(/C(=N\O)c2ccccc2)cc1 | -43.8 | i | i | i | i | i | 1.1 | i | i | i | i
COc1ccc(CCn2nc(C)c([N+](=O)[O-])c2C)cc1 | 21.0 | -5.17* | i | -6.51* | i | i | 2.9 | i | i | i | i
CCc1nc2nc(C)c(NS(=O)(=O)c3ccc4c(c3)CCCC4)c(=O)n2[nH]1 | · | i | i | i | i | i | -2.0 | i | i | i | i
COc1cc(C(=O)NCC(=O)N/N=C/c2cccc(OC(=O)c3ccco3)c2)cc(OC)c1OC | 10.0 | i | i | i | i | i | 0.0 | i | i | i | i
CCOC(=O)C(C)n1nc(C)c2sc3ccccc3c2c1=O (stereo not drawn) | 28.0 | i | i | i | i | i | 0.1 | i | i | i | i
Cc1ccc(N(CC(=O)Nc2cc(C)cc(C)c2)S(=O)(=O)c2c(C)noc2C)cc1 | 34.1 | i | i | i | i | i | -1.0 | i | i | i | i
CCCNC(=O)CSc1n[nH]c(=O)n1CCc1ccccc1 | 30.8 | i | i | i | i | i | -16.8 | i | i | i | i
Cc1csc(NC(=O)c2ccc(S(C)(=O)=O)cc2)n1 | 9.3 | i | i | i | i | i | 1.0 | i | i | i | i
Cc1cc2nc3c(nc2cc1C)C1(C(=O)N(C)C)CCC3(C)C1(C)C (stereo not drawn) | 6.7 | i | i | i | i | i | -0.5 | i | i | i | i
CCS(=O)(=O)c1ccc(O)c(NC(=O)Nc2ccccc2)c1 | -27.9 | i | i | i | i | i | · | i | i | i | i
C/C(=N/NC(=O)c1ccco1)c1ccc(NC(=O)c2ccc(F)cc2)cc1 | -2.6 | i | i | i | i | i | 1.4 | i | i | i | i
CCN(CC)S(=O)(=O)c1ccc(NC2CCCc3ccccc32)nc1 (stereo not drawn) | 24.1 | i | i | i | i | i | -0.6 | i | i | i | i
CCN1CCc2c(sc(NC(=O)c3ccc(S(=O)(=O)N(C)CC4CCCO4)cc3)c2C(N)=O)C1 (stereo not drawn) | 14.2 | i | i | i | i | i | 0.2 | i | · | i | i
